MEKK2mut PB1 HTS: signal of MEK5 binding to mutant human MEKK2 PB1 domain; bead flow cytometry, Alexa488-MEK5 binding to MEKK2 mutant; percent response, % at 10 µM; 0.35% of 290,000 active; AID 1530; in the data active = percent response above about 24%, passing the limit was not always enough; note: inactives centre near 1; some results filed as inactive read as strong as hits; reference of the scale not given here
DNA FID counter: displaces DNA intercalator in HCV helicase counter-screen | inhibition, % at 7.9 µM | DNA fluorescent intercalator displacement, fluorescence | 0.17% of 290,000 active | AID 1845; in the data active = inhibition above about 37%;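 note: 0% = vehicle and 100% = reference compound; higher means more ethidium bromide displaced from hairpin DNA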
PfM18AAP inh: blocks P. falciparum M18 aspartyl aminopeptidase. recombinant PfM18AAP, H-Glu-NHMec fluorogenic cleavage. inhibition, % at 7.35 µM. 1.2% of 290,000 active. AID 1822;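 active = inhibition above the campaign mean inhibition over all tested compounds plus 3 SD, cut at about 28% in these data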;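 note: 0% = plate median of test compound wells and 100% = 2 mM ZnCl2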
NALP1 yeast inh: inhibitors of NALP1 inflammasome in yeast; S. cerevisiae NALP1/ASC/caspase-1 growth, X-gal OD620, 72 h; inhibition, % at 10 µM; 0.61% of 280,000 active; in the data active = inhibition mostly above about 24%, no sharp cut-off; inactive = mostly below about 32%; note: some compounds called inactive have numbers as strong as hits
NS3 helicase inh: inhibitors of Hepatitis C virus NS3 helicase | 0.56% of 290,000 active | inhibition, % at 10.9 µM | NS3 helicase DNA unwinding, Cy5 molecular beacon fluorescence | AID 1800;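 active = inhibition above the mean of all tested compounds plus 3 SD, set per campaign, cut at about 35% in these data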;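 note: 0% = DMSO wells and 100% = thioflavine S control wells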
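Assay system: hepatitis C virus NS3 helicase domain fragment enzyme. Also added: annealed dual-labelled DNA beacon duplex, ATP-started. Timing: 1 h reaction at 25 °C, ATP-initiated. Technique: Cy5 fluorescence at 0 and 60 min, beacon hairpin quenching. Evaluation: % inhibition of unwinding. Replication: one well per compound.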
VIM-2 inhibitor: inhibitors of Pseudomonas aeruginosa VIM-2 metallo-beta-lactamase; purified VIM-2, nitrocefin hydrolysis, epi-absorbance fluorescence; inhibition, % at 5.6 µM; 0.89% of 290,000 active;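 active = inhibition above the mean of all tested compounds plus 3 SD, cutoff set per screening run, cut at about 7.5% in these data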;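 note: red hydrolysis product quenches plate fluorescence so inhibitors raise well fluorescence; 0% = enzyme with DMSO and 100% = DMSO without enzyme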
UBC9 SUMO inh: inhibitors of human SUMOylation (UBC9). HTRF SUMOylation assay, SAE1/SAE2 + UBC9, in vitro. 0.36% of 290,000 active. inhibition, % at 35 µM. P63279; in the data active = inhibition above about 50%, passing the limit was not always enough; note: strong numbers were not always called active
Target sequence (P63279 whole entry, looked up): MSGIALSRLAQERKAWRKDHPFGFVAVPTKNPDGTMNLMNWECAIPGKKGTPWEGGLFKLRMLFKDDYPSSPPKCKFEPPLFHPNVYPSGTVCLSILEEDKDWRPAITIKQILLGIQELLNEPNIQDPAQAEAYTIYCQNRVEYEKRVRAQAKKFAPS
MEKK2 WT-MEK5: raises or lowers MEK5 binding to wildtype human MEKK2 PB1 domain | Q9Y2U5 | bead flow cytometry, Alexa488-MEK5 binding to MEKK2 WT; actives lie on both sides | binding response (% of control), % at 10 µM | 1.1% of 290,000 active | AID 1531; in the data active = binding response below about 67% or above about 130%
IMP-1 inh: blocks Pseudomonas aeruginosa IMP-1 metallo-beta-lactamase | purified IMP-1, nitrocefin hydrolysis, epi-absorbance fluorescence | inhibition, % at 5.6 µM | 0.45% of 290,000 active;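 active = inhibition above the mean plus 3 SD of all compounds in the same screening run, cut at about 4.5% in these data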;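 note: 0% = IMP-1 with DMSO and 100% = DMSO wells lacking enzyme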
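Material – recombinant IMP-1 enzyme, purified · Amount – IMP-1 0.2 nM before substrate addition · Medium – HEPES buffer pH 7.1 with ZnSO4 and Brij 35 · Timing – 25 °C, 15 min preincubation, 25 min reaction · Measured by – plate fluorescence quenching by hydrolysis product, ex 480/em 530 nm · Read-out – percent enzyme inhibition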
Active calls of the source: *; x = no result given.

SMILES	MEKK2mut PB1 HTS	DNA FID counter	PfM18AAP inh	NALP1 yeast inh	NS3 helicase inh	VIM-2 inhibitor	UBC9 SUMO inh	MEKK2 WT-MEK5	IMP-1 inh
Cc1cccc2nc(CSc3nc4[nH]ncc4c(=O)n3-c3ccccc3Cl)cc(=O)n12	1	-28	23	14	4	2.5	6	100	-3.1
CCCC(=O)NC(c1ccc(OC)cc1)c1ccc2cccnc2c1O (stereo not drawn)	-15	-12	6	5	-9	-4.5	-31	81	0.3
COc1cccc(CN(C)C(=O)COc2ccc(C(=O)c3ccc(Cl)cc3)cc2)c1OC	1	-32	-1	-10	6	0.6	-7	99	-4.5
O=c1oc2ccccc2c2c1nnn2CCO	-5	3	5	6	3	-0.6	-3	93	-2.1
COc1ccc(-c2nnn(CC(=O)N(CC(=O)NC3CCCC3)Cc3ccco3)n2)cc1OC	-3	-15	5	-11	2	-7.2	-2	98	-3.9
CC1CCCN(C2(O)C(=O)Nc3ccc([N+](=O)[O-])cc32)C1 (stereo not drawn)	11	0	-6	11	4	-0.8	21	107	-1.3
O=C(/C=C/c1ccco1)NC(=S)Nc1cccc(C(=O)O)c1	-3	-13	19	7	52*	-4.3	34	101	8.9*
COc1cccc(NC(=O)Nc2cccn(Cc3ccc(C)cc3)c2=O)c1	-1	-2	-6	-9	0	0.1	-28	97	-1.5
O=C(NC1CCCCC1)N(CCO)Cc1cc2cc3c(cc2[nH]c1=O)OCCO3	-1	-15	-12	-1	11	1.6	8	99	-4.0
CCCC(C(=O)NCCC(C)C)N(Cc1ccccc1)C(=O)c1snc(C(N)=O)c1N (stereo not drawn)	2	-32	8	8	2	-1.7	-2	101	-4.2
O=C(Nc1ccc(NC(=O)c2cccs2)cc1)c1ccc2ccccc2c1	-4	-1	-5	14	3	1.1	30	97	0.5
COc1ccc(NS(=O)(=O)c2ccc(-c3coc(C)n3)cc2)c(OC)c1	1	-22	-6	18	-9	-7.8	x	96	-2.7
CCCC(=O)NC(C)C(c1cccs1)N1CCN(C)CC1 (stereo not drawn)	5	-3	7	33	-6	0.4	-3	103	-2.4
O=C(Nc1nc(COc2ccccc2)cs1)c1ccccc1F	-2	-18	0	45	-8	-5.8	10	96	-2.5
CC1CC(C)(C)NC(=S)N1CCCC(=O)NCCc1ccc(Cl)cc1 (stereo not drawn)	-12	-14	-4	-9	-3	-3.8	7	90	-3.2
Cc1onc(-c2c(Cl)cccc2Cl)c1NC(=O)NC1CCSC1 (stereo not drawn)	-3	-2	1	-2	0	-0.7	10	96	-2.2
COc1cccc(CNCc2ccco2)c1O	-9	-2	12	13	9	-2.3	3	93	-3.8
Cn1c(=O)n(CC(=O)O)c(=O)c2c1nc1n2CCCN1Cc1ccccc1	10	-15	1	30	-2	-0.9	16	105	-2.6
COc1ccc(CCNC(=S)Nc2ccc(C(C)C)cc2)cc1	25	-24	0	x	-13	-3.4	3	115	-3.8
O=c1cc(CO)oc(C(Nc2cccc([N+](=O)[O-])c2)c2ccccn2)c1O (stereo not drawn)	-4	-4	4	30	3	5.4	11	99	-2.2
CC(Cc1ccccn1)NC(=O)c1ccc(OC2CCN(Cc3ccccn3)CC2)cc1 (stereo not drawn)	0	-3	-2	14	-2	-1.3	-3	104	-1.7
CN(C)N=C1c2cc(S(=O)(=O)N3CCOCC3)ccc2-c2ccc(S(=O)(=O)N3CCOCC3)cc21	10	6	-4	13	-14	-0.5	6	97	-2.3
COc1ccc(C(C)=O)cc1CSc1ccccn1	-3	-14	2	5	1	-0.2	14	98	-1.3
CCc1cc2c3c(c1)C(C)CC(C)(C)N3C(=O)/C2=C1\SC(=O)NC1=O (stereo not drawn)	0	0	-1	-4	18	-3.6	42	94	-2.2
O=C(Nc1nc2ccccc2c(=O)[nH]1)c1ccccc1SCc1ccccc1	5	-4	1	-6	-4	-1.9	28	102	-1.4
Cc1nc2cc(C(=O)NCCN3CCOCC3)ccc2n1-c1ccc(F)cc1F	-6	-3	0	19	3	-2.4	-6	91	-2.3
CCOC(=O)c1cc(-c2cccs2)[nH]n1	1	-1	-6	x	8	-2.6	24	94	-3.6
S=C(Nc1ccccc1Cl)NC1CCN(Cc2ccccc2)CC1	-1	11	-5	2	-11	-1.8	-7	101	-4.0
CC(C)(C)NCc1cc2ccccc2[nH]c1=O	9	-3	12	0	0	-5.0	18	109	-1.5
O=[N+]([O-])c1cccc(/C=N/Nc2nc(N3CCOCC3)nc(N3CCOCC3)n2)c1	-2	-7	2	7	3	-0.9	0	94	-0.8
COc1cc(NC(=O)CS(=O)(=O)c2ccc(C)cc2)cc(OC)c1OC	-3	-9	-5	x	-1	-1.8	3	99	-7.8
Cc1ccc(SCCNC(=O)CN2C(=O)c3ccccc3S2(=O)=O)cc1	0	-9	6	4	3	-2.4	-8	97	-2.4
CCN1CCN(Cc2ccc(NC(=O)Nc3ccc(OC)cc3)cc2)CC1	5	5	1	23	4	-3.1	-9	115	-2.2
CCS(=O)(=O)c1ccc2oc(SCC(=O)NCCc3ccc(OC)cc3)nc2c1	-2	-21	1	9	-10	-3.4	-14	104	-0.5
COc1ccc(S(=O)(=O)N2CCN(C(c3ccccc3)c3ccccc3)CC2)cc1NC(C)=O	-2	-7	-3	18	-1	-2.0	2	101	-2.3
CN(C)c1ccc(/C=C2/C=C(c3ccc4c(c3)CCCC4)OC2=O)cc1	-8	-9	4	x	14	-0.5	-13	68	-0.9
CN(c1ccccc1C(=O)Nc1ccc(F)c(F)c1)S(C)(=O)=O	-3	-3	-5	8	11	-3.8	3	90	-1.6
COc1ccc(C2Nc3cc(OC)ccc3-n3cccc32)cc1 (stereo not drawn)	-13	-27	5	1	-5	1.1	15	94	-0.9
OCC[C@@H]1C[C@H](O)[C@@H](O)[C@@]2(OCCCc3ccccc32)O1	-4	-3	3	23	-1	1.1	8	101	-1.0
COc1ccc2cc3c(N)c(C(=O)NCc4ccco4)sc3nc2c1	-6	-2	13	32	5	-0.1	11	95	-2.4
C=CCOc1cccc(C2/C(=C(/O)c3ccc(Cl)cc3)C(=O)C(=O)N2CCN2CCOCC2)c1 (stereo not drawn)	2	-31	-7	19	15	0.5	20	105	-4.9
CN(Cc1ccc(F)cc1)Cc1nc(-c2ccccc2)no1	18	-21	5	2	-2	-1.0	26	115	-1.9
Cc1noc(/C=C/c2ccco2)c1S(=O)(=O)N1CCC(C(=O)N2CCc3ccccc3C2)CC1	x	-41	0	-1	16	-1.7	35	x	-2.3
Cn1c(=O)n(-c2cccc(Cl)c2)c(=O)n1C	-1	2	-6	-3	4	-1.8	-9	98	-2.9
CN(Cc1ccccc1)C(=O)CCC1CCN(C(=O)c2ccccc2C(F)(F)F)CC1	4	-52	0	16	-4	-1.0	-11	108	-2.0
O=C(Oc1ccc(Nc2ncnc3ccccc23)cc1)c1cccnc1	-5	-13	-9	0	-18	-0.4	1	99	-2.4
O=C(Nc1ccc(F)cc1Cl)c1ccc2c(=O)n3c(nc2c1)CCCCC3	2	2	1	2	-2	-2.6	9	105	-1.0
O=C(NC1CCCCC1)c1ccc(S(=O)(=O)NCc2ccco2)cc1	3	-7	1	36	12	0.6	4	98	2.3
Cc1cccc2[nH]c(-c3ccc(NC(=O)c4ccco4)cc3)nc12	5	12	3	26	-10	-3.4	36	111	3.0
COC1=C/C(=C/c2c(N)n3nc(CC(=O)N4CCCC4)sc3nc2=O)C=CC1=O	0	-30	3	-23	4	-2.0	12	91	-4.8
Cc1cc(Nc2ncc(Cl)cc2Cl)n(-c2ccccc2C)n1	0	-26	-3	29	-2	3.2	1	100	-2.4
CN(C)S(=O)(=O)Nc1cc(F)cc(F)c1	1	0	-4	12	1	0.3	4	104	-1.8
O=C(NNc1cc(N2CCOCC2)nc(N2CCOCC2)n1)c1ccc(Cl)cc1Cl	4	-6	6	x	4	-3.9	86*	105	-1.5
Cc1cccc(NC(=O)CSc2nc(N)cc(N)n2)c1	4	-3	-6	0	-7	-2.1	-5	91	-0.4
COc1cccc(C2C(C(=O)c3cc4ccccc4o3)=C(O)C(=O)N2c2cc(C)on2)c1 (stereo not drawn)	-1	-42	15	2	41*	-2.4	0	98	-3.2
C/C(CC(=O)Nc1ccccn1)=N\NC(=O)C(=O)Nc1ccccc1C	3	-5	0	-19	2	-1.7	16	107	-1.4
COc1ccc(C(=O)N(Cc2ccccc2)c2cccc(C)c2)cc1	-3	-39	3	-4	3	-2.6	-3	93	-2.1

Part of the list above with just VIM-2 inhibitor, MEKK2 WT-MEK5 and NALP1 yeast inh.
| structure | VIM-2 inhibitor | MEKK2 WT-MEK5 | NALP1 yeast inh |
| --- | --- | --- | --- |
| CC(Cc1ccccn1)NC(=O)c1ccc(OC2CCN(Cc3ccccn3)CC2)cc1 (stereo not drawn) | -1.3 | 104 | 14 |
| CN(C)N=C1c2cc(S(=O)(=O)N3CCOCC3)ccc2-c2ccc(S(=O)(=O)N3CCOCC3)cc21 | -0.5 | 97 | 13 |

For reference, 4 of the compounds above.
SMILES	MEKK2mut PB1 HTS	DNA FID counter	PfM18AAP inh	NALP1 yeast inh	NS3 helicase inh	VIM-2 inhibitor	UBC9 SUMO inh	MEKK2 WT-MEK5	IMP-1 inh
O=C(Oc1ccc(Nc2ncnc3ccccc23)cc1)c1cccnc1	-5	-13	-9	0	-18	-0.4	1	99	-2.4
O=C(Nc1ccc(F)cc1Cl)c1ccc2c(=O)n3c(nc2c1)CCCCC3	2	2	1	2	-2	-2.6	9	105	-1.0
O=C(NC1CCCCC1)c1ccc(S(=O)(=O)NCc2ccco2)cc1	3	-7	1	36	12	0.6	4	98	2.3
Cc1cccc2[nH]c(-c3ccc(NC(=O)c4ccco4)cc3)nc12	5	12	3	26	-10	-3.4	36	111	3.0
